SENP1 FRET inh: human SENP1 catalytic domain inhibitors, primary screen, biochemical, FRET, uHTS. recombinant SENP1 catalytic domain, CyPet-SUMO1-YPet FRET cleavage. inhibition, % at 10 µM. 0.21% of 360,000 active. AID 624204, 2012;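 active means inhibition at least 30% at 10 µM, raw YFP signal under a set limit, fluorescence ratio 0.5 to 1.5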;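 further: 0% = enzyme with DMSO and 100% = no enzyme wells; some results filed as inactive read as strong as hits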
Target sequence (Q9P0U3 419-644 limits assumed): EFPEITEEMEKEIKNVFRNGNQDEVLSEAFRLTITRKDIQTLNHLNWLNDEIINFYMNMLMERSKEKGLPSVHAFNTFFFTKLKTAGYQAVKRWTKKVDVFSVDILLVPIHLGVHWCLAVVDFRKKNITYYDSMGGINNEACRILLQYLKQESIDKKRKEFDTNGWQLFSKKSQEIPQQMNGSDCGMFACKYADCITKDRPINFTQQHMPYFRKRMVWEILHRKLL
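Material: hSENP1 catalytic domain, recombinant; medium: Tris pH 8 with BME, BSA, NP40 and catalase; compound: single concentration of 10 µM compound, 0.5% DMSO final; technique: FRET read of cyan and yellow fluorescence; timing: 50 min enzyme reaction, room temperature, light-protected; reagent: SFCypet-SUMO1-SFYpet substrate at 25 nM; control set: no-enzyme low, enzyme-DMSO high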
beta cell repl: inducers of MIN6 beta-cell proliferation, primary screen, ATP luminescence, uHTS; MIN6 cells proliferation, ATPlite luminescence, 48 h; cells starved in 0.2% serum; 100% = growth in 10% serum; proliferation, % at 10 µM; 0.29% of 330,000 active; AID 2380, 2010;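 active means compounds whose signal lies at least 3.5 SD above the mean of all wells on their plate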;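 further: 0% = DMSO-treated cells in low-serum medium and 100% = 10% serum control; some compounds called inactive have numbers as strong as hits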
hIAP act: human IAP activators, primary screen, biochemical, luminescence, uHTS | 0.16% of 330,000 active | activation factor at 10 µM | Intestinal-type alkaline phosphatase (Homo sapiens), P09923 | purified human IAP, CDP-Star luminescence, 30 min; hits give high values; 1 = vehicle-only enzyme, 0 = enzyme-free background;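 active means activation factor of the enzyme at least 2-fold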; further: the source names both 10 and 20 µM as test concentration; values of inactives mirror those of a sister screen read the other way
Target sequence (P09923 whole entry, looked up): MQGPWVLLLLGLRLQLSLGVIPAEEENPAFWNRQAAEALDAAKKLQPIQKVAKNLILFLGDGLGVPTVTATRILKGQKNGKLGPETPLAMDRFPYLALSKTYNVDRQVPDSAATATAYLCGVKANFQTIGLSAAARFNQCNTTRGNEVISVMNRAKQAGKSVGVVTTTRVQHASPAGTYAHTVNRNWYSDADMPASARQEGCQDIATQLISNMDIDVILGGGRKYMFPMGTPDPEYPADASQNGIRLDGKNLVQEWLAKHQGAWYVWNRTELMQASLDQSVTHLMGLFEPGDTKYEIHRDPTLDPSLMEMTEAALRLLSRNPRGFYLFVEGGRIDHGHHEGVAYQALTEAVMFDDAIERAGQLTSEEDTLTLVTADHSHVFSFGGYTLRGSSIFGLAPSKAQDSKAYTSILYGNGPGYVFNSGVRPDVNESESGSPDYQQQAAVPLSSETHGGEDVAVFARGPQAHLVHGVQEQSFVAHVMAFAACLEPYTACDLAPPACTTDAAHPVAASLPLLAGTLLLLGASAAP
A3G deaminase: APOBEC3G DNA deaminase inhibitors, primary screen, biochemical, fluorescence, single-stranded DNA substrate, uHTS | recombinant A3G, ssDNA deamination FAM/TAMRA fluorescence | 0.28% of 330,000 active | AID 493012, 2011 | DNA dC->dU-editing enzyme APOBEC-3G (Homo sapiens), Q9HC16 | inhibition, % at 20 µM;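 active means inhibition of at least 40% at 20 µM, with no more than 30% in the related APOBEC3A deaminase screen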;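 further: plate controls were DMSO wells with A3G for no effect and wells lacking A3G enzyme for full effect; some compounds called inactive have numbers as strong as hits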
NALP3 yeast inh: NALP3 inflammasome inhibitors in reconstituted yeast, primary screen, luminescence, uHTS; 0.39% of 330,000 active; Yeast reconstituted NLRP3/ASC/caspase-1, beta-gal luminescence, 24 h; inhibition, % at 10 µM;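 active means inhibition of 50% or more; inactive means inhibition below 50%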;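 further: plate controls were induced DMSO wells for no effect and uninduced yeast grown without galactose for full effect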
mIAP activ: activators of mouse IAP, primary screen, biochemical, luminescence, uHTS; activation factor at 10 µM; 0.24% of 330,000 active; muIAP, CDP-Star luminescence, 30 min; hits give high values; 1 = vehicle-only enzyme signal, 0 = enzyme-free wells;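 active means activation factor of at least 2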; further: the source names both 10 and 20 µM as test concentration; values of inactives mirror those of a sister screen read the other way
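Assay system: mouse IAP enzyme; reagent: chemiluminescent substrate CDP-Star; dosing: test compounds delivered from DMSO solution; schedule: 30 min at room temperature; measured by: luminescence from enzymatic CDP-Star hydrolysis; controls: DMSO-only wells and no-enzyme negative control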
hIAP block: human IAP inhibitors, primary screen, biochemical, luminescence, uHTS; Intestinal-type alkaline phosphatase (Homo sapiens), P09923; purified IAP, CDP-Star luminescence, 30 min; inhibition, % at 10 µM; 0.12% of 330,000 active; AID 2544, 2010;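 active means inhibition reaching a set limit with compound at 10 µM in the primary screen, cut at about 35% in these data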;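 further: plate controls were DMSO wells with enzyme for no effect and no-enzyme buffer wells for full effect; values of inactives mirror those of a sister screen read the other way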
A3A deaminase: APOBEC3A ssDNA deaminase inhibitors, primary screen, selectivity assay for APOBEC3G inhibitor project, biochemical, FAM/TAMRA oligo cleavage fluorescence; inhibition, % at 20 µM; recombinant A3A, FAM/TAMRA ssDNA deamination fluorescence; 0.41% of 330,000 active; DNA dC->dU-editing enzyme APOBEC-3A (Homo sapiens), P31941;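 active means at least 40% inhibition at 20 µM here, with at most 30% in a related deaminase screen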;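 further: plate controls were A3A with DMSO for no effect and wells lacking A3A enzyme for full effect; some results filed as inactive read as strong as hits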
Target sequence (P31941 whole entry, looked up): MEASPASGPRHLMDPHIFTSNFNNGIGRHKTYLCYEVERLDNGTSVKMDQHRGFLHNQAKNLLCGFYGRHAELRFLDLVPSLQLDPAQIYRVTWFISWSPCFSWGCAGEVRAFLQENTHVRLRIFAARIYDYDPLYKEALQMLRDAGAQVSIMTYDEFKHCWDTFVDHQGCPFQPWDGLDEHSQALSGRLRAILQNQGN
mIAP inh: inhibitors of mouse IAP, primary screen, biochemical, luminescence, uHTS | purified mouse IAP, CDP-Star luminescence, 30 min | 0.2% of 330,000 active | inhibition, % at 10 µM | intestinal alkaline phosphatase [Mus musculus];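 active means inhibition of at least 40% at 10 µM in the primary screen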;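 further: plate controls were DMSO with enzyme for no effect and no enzyme wells for full effect; values of inactives mirror those of a sister screen read the other way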
Active calls of the source: *; x = not tested or not shown.

SMILES	SENP1 FRET inh	beta cell repl	hIAP act	A3G deaminase	NALP3 yeast inh	mIAP activ	hIAP block	A3A deaminase	mIAP inh
Cc1cc(Nc2ccccc2F)n2nc(C)nc2n1	2	-1	0.84	-5	13	0.95	16	-3	4
Fc1ccc(C2c3[nH]c4ccccc4c3CCN2Cc2cccn2-c2ncccn2)cc1 (configuration not stated)	-69	-4	0.97	-5	22	0.85	3	2	15
CN(CC(=O)NC(=O)NC1CCCCC1)Cc1ccccc1	1	-5	1.2	-7	15	1.1	-17	-1	-13
CC(=O)c1cc(NC(=O)c2ccc([N+](=O)[O-])cc2)c(=O)oc1C	2	-3	1	-6	16	0.89	-4	-2	11
O=C(COC(=O)CSc1ccc([N+](=O)[O-])cc1)NC1CCCCCCC1	7	-2	0.94	-10	-5	0.98	6	-4	2
CC1(C)CC(=O)C/C(=N\NC(=O)c2cccs2)C1	-3	2	1	-9	5	1.1	-4	-3	-6
COC(=O)NC1CCC(CC2CCC(NC(=O)OC)CC2)CC1 (configuration not stated)	0	0	0.9	-1	-13	1.1	10	-4	-6
O=c1c2ccccc2nc(SCc2nnc(-c3ccccc3)o2)n1-c1ccccc1	1	-4	1	-6	4	0.88	0	-5	12
CNC(=O)CSc1nnnn1-c1ccc(C)cc1C	0	-2	1.1	-1	16	0.99	-9	-1	1
COC(=O)c1ccccc1NC(=O)N1c2ccccc2Sc2ccccc21	-2	0	0.96	-5	12	0.96	4	0	4
CCn1c(COc2ccccc2)nnc1SCC(=O)Nc1ccc(N2CCOCC2)cc1	1	-2	0.97	-13	11	1	3	-5	0
CC(OC(=O)c1ccc(Cl)nc1)C(=O)NCc1ccc2c(c1)OCO2 (configuration not stated)	2	2	1	-12	-2	1	-3	-1	-1
O=C1CS/C(=N\NC(=O)c2ccccc2)N1	3	1	1.2	9	-9	0.89	-23	3	11
COC(=O)C1=C(C)N(C)C(=O)NC1c1ccc(O)c(OC)c1 (configuration not stated)	2	-4	1	-2	19	1.2	0	-3	-16
C=CCNc1cc(F)ccc1S(=O)(=O)NCC=C	0	x	x	4	x	0.99	x	6	0
CCOC(=O)c1cnc2sccn2c1=O	-1	-3	0.99	-2	-7	1	1	-3	-2
CC(=O)OCCN1CCN(C(=O)CN2C(=O)NC(c3ccccc3)(c3ccccc3)C2=O)CC1	0	-3	0.93	-5	9	1.1	7	-6	-8
c1ccc2c(Cn3ccnc3)cccc2c1	1	-3	1.2	-3	20	1	-25	-1	-4
C=CCN1C=C2C(=O)C(C)(OC(=O)CCC(=O)OC)C(=O)C(Br)=C2C=C1c1ccc(OC)cc1 (configuration not stated)	-35	-2	0.87	-3	14	1	13	-1	-2
CC(C)(C)c1nc(SCC(=O)N2CC(=O)Nc3ccccc32)c2ccccc2n1	-1	-2	0.99	-1	4	1	1	4	-4
O=C(NCC(=O)N1CCN(c2ncc(C(F)(F)F)cc2Cl)CC1)c1ccc(Br)o1	-1	4	1.3	-2	34	0.96	-26	1	4
CCCCC(=O)Nc1ccccc1C(=O)N1CCOCC1	1	1	0.94	-8	9	0.94	6	-3	6
COc1ccc(Cc2nnc(NC(=O)C3CC(=O)N(CCc4ccc(F)cc4)C3)s2)cc1OC (configuration not stated)	0	0	1.2	-2	16	1	-16	4	-3
CCOC(=O)Nc1ccc2c(CNC(C)c3ccccc3OC)cc(=O)oc2c1 (configuration not stated)	-27	-3	0.98	3	15	1.1	2	3	-9
COc1c(C)cc(Br)cc1C(=O)Nc1ccc(S(N)(=O)=O)cc1	-1	0	0.99	-4	-4	0.95	1	-1	5

Carrying on.
SMILES	SENP1 FRET inh	beta cell repl	hIAP act	A3G deaminase	NALP3 yeast inh	mIAP activ	hIAP block	A3A deaminase	mIAP inh
COc1cccc(NC(=S)N2CCC(N(C)CC3CCCO3)CC2)c1 (configuration not stated)	-1	-3	1	-1	10	1.1	0	3	-8
CCc1cc(=O)oc2c(CNCc3ccc(OC)cc3OC)c(O)c(Cl)cc12	-61	-1	1.1	-7	8	1	-14	-2	-4
Cc1ccc[n+](/C(=C\C(=C=[N-])C#N)C(=O)c2ccc(Cl)cc2)c1	2	2	1.1	-5	22	1	-14	-8	-3
COCc1cc(C(C)=O)ccc1OCC(=O)Nc1ccc(NC(C)=O)cc1	1	0	1.1	-1	1	1.1	-10	6	-8
Cc1cccc(OCC(=O)N/N=C\c2cccn2C)c1C	2	-2	0.92	-7	28	0.94	8	-4	6
Fc1ccccc1-c1nc(NCc2ccccc2)c2ccccc2n1	3	-3	1	-3	11	1.1	0	0	-11
Cc1ccc2c(Cl)c(C(=O)N/N=C/c3cccn3C)sc2c1	-26	-5	0.91	-10	6	0.99	9	-8	1
COc1ccccc1C(=O)NCC(=O)N1CCN(S(=O)(=O)c2ccccc2C(F)(F)F)CC1	-3	-1	1	-2	8	0.97	0	-1	3
O=C(/C=C/c1ccco1)Nc1nc(-c2ccccc2)cs1	0	-4	0.91	1	10	0.79	9	7	21
COc1ccccc1C(=O)NCC(=O)OCc1csc(-c2ccccc2)n1	3	1	1.2	1	10	0.88	-17	-1	12
CCN(CC)C(=O)NC(c1ccc(C)c(F)c1)C(Cl)(Cl)Cl (configuration not stated)	3	-2	0.91	-5	33	1.1	9	5	-11
CC(=O)c1c(C)[nH]c(C(=O)Nc2ccccn2)c1C	0	-3	1.1	-3	-2	1.1	-7	1	-6
CCCN(CC1CC1)C(=O)COC(=O)c1ccc2c(c1)C(=O)N(c1ccc(OCC)cc1)C2=O	4	-3	0.95	-7	9	1	5	-7	-4
Fc1cccc(Nc2nc(-c3ccncc3)nc3ccccc23)c1	-2	0	0.81	-5	14	0.91	19	-1	9
N#Cc1ccccc1NC(=O)CSc1ccc([N+](=O)[O-])cn1	3	-3	0.93	-6	-6	1	7	1	-1
CC(C)CCOP(=O)(c1ccccc1)c1ccccc1	1	2	0.88	-5	-35	1	12	-4	-1
Cc1cc(N/N=C(/CCC(=O)O)C(=O)O)nc2ccccc12	-1	-2	1.1	-12	7	0.97	-8	-7	3
Cn1c(N)c(S(=O)(=O)NCc2ccc(F)cc2)c(=O)n(C)c1=O	0	-2	1	0	13	0.92	0	2	8
COCCCn1c(=O)c2ccccc2n(CC(=O)N2CCCc3ccccc32)c1=O	3	0	0.89	-6	11	0.96	11	-3	4
O=C(NCC1CCCO1)Nc1cc(Cl)cc(Cl)c1 (configuration not stated)	1	0	0.92	-7	-3	1.6	8	-2	-57
COCCn1c(C)cc(C(=O)COc2nc3ccccc3nc2C)c1C	4	-1	1	-3	-3	1	-4	-3	0
Cc1ccc(S(=O)(=O)N2CCOCC2)cc1C(=O)OCC(=O)NC1CCCCC1	-1	-4	1.2	-3	9	0.99	-15	-5	1
Cn1nc(C(=O)Nc2ccc3c(c2)OCO3)c2ccccc2c1=O	1	5	1.2	-4	2	0.88	-24	-3	12
CCN(CCCNC(=O)c1ccc2c(c1)NC(=O)CN2C)c1cccc(C)c1	-93	-6	1.1	-3	14	0.96	-12	-5	4
Brc1ccc(-c2ncc3ccccn23)cc1	-2	-1	0.96	-6	8	0.96	4	16	4

Full records, looked up by structure. Order of values: SENP1 FRET inh	beta cell repl	hIAP act	A3G deaminase	NALP3 yeast inh	mIAP activ	hIAP block	A3A deaminase	mIAP inh
Listed for COCCCn1c(=O)c2ccccc2n(CC(=O)N2CCCc3ccccc32)c1=O = 3	0	0.89	-6	11	0.96	11	-3	4
Listed for O=C(NCC1CCCO1)Nc1cc(Cl)cc(Cl)c1 (configuration not stated) = 1	0	0.92	-7	-3	1.6	8	-2	-57

(cont.)
SMILES	SENP1 FRET inh	beta cell repl	hIAP act	A3G deaminase	NALP3 yeast inh	mIAP activ	hIAP block	A3A deaminase	mIAP inh
COc1ccc(/C=N/Nc2ncnc3sc4c(c23)CCCC4)cc1OC	1	0	0.85	1	11	0.9	15	0	10
CCC(C)(C)c1ccc(OCCCC[n+]2cccc(C)c2C)c(C(C)(C)CC)c1	7	-3	0.96	-9	37	0.85	4	-2	15
COc1cc(OC)cc(C(=O)NC(C)c2ccc(Br)cc2)c1 (configuration not stated)	1	0	1	-8	-4	1.1	0	-5	-10
CON1C(=O)C(=O)N(OC)C(C)(C)C1(C)C	2	-1	1.1	-9	6	0.97	-11	1	3
CN(Cc1ccncn1)C(=O)C1CCC(=O)N(Cc2cccc(C(F)(F)F)c2)C1 (configuration not stated)	1	-3	1.2	-4	0	1.1	-19	0	-8
CC(=O)NC(CC(=O)N(C)C1CCCCC1)c1ccccc1 (configuration not stated)	2	-3	0.92	-11	18	0.95	8	-3	5
Cc1ccc(S(=O)(=O)N(CC(=O)N2CCOCC2)CC(=O)N2CCOCC2)cc1	0	3	0.89	-3	5	0.94	11	-3	6
CC1CN(S(=O)(=O)c2ccc(NC(=O)c3ccco3)cc2)CC(C)O1 (configuration not stated)	-1	0	0.97	-5	-4	1	3	0	0
COc1ccc([C@H]2CC(=O)C=C(c3ccc(Br)c4ccccc34)C2)cc1	-1	-5	0.96	-7	32	1.1	4	-1	-5
Cn1c(=O)c2c(nc(NCc3ccc4c(c3)OCO4)n2Cc2ccccc2)n(C)c1=O	1	-4	1	-6	22	1.2	-3	-4	-20
CCOC(=O)C1CCCN(CC(=O)Nc2c(F)c(F)c(F)c(F)c2F)C1 (configuration not stated)	-1	-2	1	5	0	0.99	-3	3	1
Cc1cccc(COc2ccccc2C(=O)OCC(=O)N(C)c2c(N)n(Cc3ccccc3)c(=O)[nH]c2=O)c1	-2	-2	1.2	-7	8	0.96	-19	0	4
O=C(N/C(=C\c1ccc(Br)cc1)C(=O)N1CCOCC1)c1ccc([N+](=O)[O-])cc1	4	4	1	-4	30	1	0	-4	-2
COc1cc(OC)cc(OC(=O)c2ccc3c(=O)n4c(nc3c2)CCC4)c1	-8	0	1.1	-6	19	1	-12	6	-1
Cc1ccc(S(=O)(=O)CCSc2nccn2C)cc1	3	-1	1	-2	3	1	-4	0	0
Cc1ccc([C@@H]2CC=C(C(=O)O)[C@H](c3cccc(F)c3)N2S(=O)(=O)c2ccccc2C)cc1	1	-1	0.93	-8	-3	0.93	7	-6	7
O=C(NC1CC1)C(=O)c1c[nH]c2ccccc12	2	2	0.88	5	23	1	12	-4	-4
Cc1ccsc1/C=N/NC(=O)c1nnn(-c2nonc2N)c1-c1ccccc1	1	-2	0.87	-3	6	0.94	13	1	6
O=C(Nc1ncc(S(=O)(=O)c2ccc([N+](=O)[O-])cc2)s1)c1cccnc1	3	-4	1.1	5	0	0.91	-8	2	9
Cc1ccccc1NC(=O)C1CCC(=O)N1 (configuration not stated)	0	-1	1.2	4	8	1.1	-16	-10	-7

Source: PubChem (Sanford-Burnham Center for Chemical Genomics)

This is a subset, so the mix of outcomes need not match the whole.
